ZTA DNA inh – ZTA (EBV) inhibition in EBNA-1 counter-screen | ZTA-DNA binding, fluorescence polarization | inhibition, % at 11 µM | P03206 | AID 2234 | 320,000 compounds, 0.15% hits; in the data active = inhibition above about 33%
Target sequence (P03206 whole entry, looked up): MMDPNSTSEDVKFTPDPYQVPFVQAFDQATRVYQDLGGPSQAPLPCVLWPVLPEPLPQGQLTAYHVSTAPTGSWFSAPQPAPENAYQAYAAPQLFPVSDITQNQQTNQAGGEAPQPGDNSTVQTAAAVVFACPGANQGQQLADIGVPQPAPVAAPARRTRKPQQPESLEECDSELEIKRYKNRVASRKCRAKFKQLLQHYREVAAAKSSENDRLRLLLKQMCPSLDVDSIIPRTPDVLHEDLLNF
EBNA-1 inh – blocks EBNA-1 binding to DNA | EBNA-1 DNA binding, fluorescence polarization | inhibition, % at 14.8 µM | 300,000 compounds, 0.34% hits | AID 1950; in the data active = inhibition above about 28%
core dimer inh – HCV core protein dimerization inhibition | AID 1899 | 300,000 compounds, 0.33% hits | inhibition, % at 5 µM | TR-FRET GST/Flag-core106 dimerization, 1536-well;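 active = inhibition above the mean of all tested compounds plus 3 SD, set per screening campaign, cut at about 45% in these data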
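assay system = GST-tagged and Flag-tagged HCV core protein residues 1-106 | controls = unlabelled core106 and no-GST-core106 wells | incubation = compound-protein-antibody incubation 4 h at 22.5 °C | probe or stimulus = Eu donor and XL665 acceptor anti-tag antibodies | read-out = % inhibition based on acceptor/donor emission ratio | signal = TR-FRET 671 and 617 nm emission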
PP5 inh – blocks human protein phosphatase 5 activity; P53041; purified PP5c, OMFP substrate fluorescence; inhibition, % at 6.7 µM; 320,000 compounds, 0.18% hits;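 active = inhibition above the campaign's mean inhibition across all tested compounds plus 3 SD, cut at about 9.5% in these data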;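 note: 0% = DMSO only and 100% = 100 µM cantharidin control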
PP1 counter – blocks human PP1-alpha phosphatase, a PP5 counter-screen. AID 2235. P62136. purified PP1alpha, OMFP fluorescence. inhibition, % at 6.7 µM. 320,000 compounds, 0.9% hits;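 active = inhibition above the mean inhibition of all tested compounds plus 3 SD, computed separately for each screening campaign, cut at about 15% in these data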
PREPL inh – inhibitors of human prolyl oligopeptidase-like enzyme PREPL; Q4J6C6; recombinant PREPL, fluorescence polarization activity-based probe; inhibition, % at 5.96 µM; 320,000 compounds, 0.68% hits; AID 2751; in the data active = inhibition above about 43%;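 note: 0% = enzyme with DMSO and 100% = wells lacking enzyme; many of its hits are not listed in these tables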
Target sequence (Q4J6C6 whole entry, looked up): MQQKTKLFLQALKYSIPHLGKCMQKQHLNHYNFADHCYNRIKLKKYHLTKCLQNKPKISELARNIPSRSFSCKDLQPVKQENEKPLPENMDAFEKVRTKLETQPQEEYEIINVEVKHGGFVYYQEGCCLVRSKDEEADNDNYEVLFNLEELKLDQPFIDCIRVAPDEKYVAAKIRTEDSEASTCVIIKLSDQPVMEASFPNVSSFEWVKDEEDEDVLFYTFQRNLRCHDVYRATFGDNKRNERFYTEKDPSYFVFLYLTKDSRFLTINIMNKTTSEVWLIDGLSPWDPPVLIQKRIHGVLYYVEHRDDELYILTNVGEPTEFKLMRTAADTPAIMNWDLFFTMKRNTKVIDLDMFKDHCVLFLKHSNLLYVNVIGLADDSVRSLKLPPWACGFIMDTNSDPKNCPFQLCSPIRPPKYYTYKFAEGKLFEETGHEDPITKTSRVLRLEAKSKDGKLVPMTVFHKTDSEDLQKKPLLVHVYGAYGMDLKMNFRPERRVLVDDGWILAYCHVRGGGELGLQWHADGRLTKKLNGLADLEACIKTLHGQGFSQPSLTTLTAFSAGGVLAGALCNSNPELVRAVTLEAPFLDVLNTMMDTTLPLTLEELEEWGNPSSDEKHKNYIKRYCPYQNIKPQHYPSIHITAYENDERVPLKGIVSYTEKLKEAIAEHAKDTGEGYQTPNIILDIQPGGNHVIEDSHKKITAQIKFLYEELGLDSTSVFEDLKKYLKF
Efflux pump mplx – blocks antifungal efflux pumps in multiplex yeast assay; S. cerevisiae Candida pump triplex, Nile Red efflux; inhibition, % at 10 µM; 330,000 compounds, 0.44% hits; AID 485275;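 active = plate passing quality check with inhibition over a set limit, or well fluorescence over plate mean plus 4 SD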;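 note: Nile Red retained in pooled yeast measured as flow cytometry median fluorescence; 0% = buffer negative control and 100% = Enniatin B positive control; higher means more Nile Red kept so more efflux inhibition; some compounds called inactive have numbers as strong as hits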
TPT1 inhibitor – blocks Candida albicans tRNA 2'-phosphotransferase; inhibition, % at 5 µM; 300,000 compounds, 0.81% hits; AID 1962; recombinant caTPT1, FP RNA substrate dephosphorylation;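 active = inhibition above the mean of all tested compounds plus 3 SD, set per screening campaign, cut at about 24% in these data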;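 note: plate controls were DMSO alone for no effect and ferristatin control at 100 nM for full effect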
Fh CTSL1 inh – blocks F. hepatica cathepsin L1 in PFM18AAP counter-screen; recombinant F. hepatica cathepsin L1, Z-Leu-Arg-MCA fluorescence; inhibition, % at 5.96 µM; 300,000 compounds, 0.49% hits; AID 1906;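 active = inhibition above the mean of all tested compounds plus 3 SD, set per screening campaign, cut at about 17% in these data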;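 note: 0% = plate median of test compound wells and 100% = 1 µM Z-Phe-Ala-diazomethylketone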
An asterisk follows results filed as active; nt = no result given. This is a subset (hit frequency here may not be typical).

SMILES	ZTA DNA inh	EBNA-1 inh	core dimer inh	PP5 inh	PP1 counter	PREPL inh	Efflux pump mplx	TPT1 inhibitor	Fh CTSL1 inh
O=C1c2ccccc2C(Nc2cccc(C(F)(F)F)c2)N1Cc1ccco1 (stereo not drawn)	1	-9	3	4.0	6	-2	0.1	1	4
COc1ccc(N2COC3c4cccc5cccc(c45)C32)cc1 (stereo not drawn)	14	8	-5	2.4	-2	-2	0.2	0	0
COc1cccc(/C=C/C(=O)NCc2ccc(S(N)(=O)=O)cc2)c1	-4	4	1	-0.9	-11	13	-0.1	-7	-2
O=S(=O)(Nc1cccnc1)c1cccs1	-26	-6	-5	2.0	0	13	-0.1	-11	-1
COc1ccc(-c2nn(-c3ccccc3)cc2/C=C/C(=O)N2CCOCC2)cc1OC	10	-9	2	0.6	0	-3	0.0	-5	0
CCCOc1ccc(C2NC(=O)NC2=O)cc1 (stereo not drawn)	4	3	-1	-0.2	2	13	-0.2	-3	-1
CCc1ccc(N(CC(=O)NC2CCCC2)C(=O)CCC(=O)Nc2cc(C)on2)cc1	-27	-12	-7	-1.5	8	-6	-0.3	-3	-1
Cc1[nH]c2ccccc2c1C(=O)COC(=O)C1CC(=O)N(Cc2ccccc2)C1 (stereo not drawn)	0	2	-2	3.4	-1	-6	0.1	-11	-43
CCOC(=O)N1CCN(C(=O)/C(=C/c2cccs2)NC(=O)c2cccs2)CC1	26	-2	-1	0.7	-1	-6	-0.2	-1	0
COc1ccc(-c2cc(N3C(=O)Nc4ccccc4N3O)n[nH]2)cc1	1	5	5	1.8	1	21	6.5*	3	-2
O=c1nc2ccc(Cl)cn2c2ccc(S(=O)(=O)N3CCCCC3)cc12	-3	2	4	0.4	1	-5	0.3	0	1
CCc1ccccc1NC(=O)c1cc(S(=O)(=O)N2CCc3ccccc32)cn1C	10	-7	16	1.8	3	-5	-0.1	0	1
Cc1cccc(Cn2c(=O)n(-c3ccc(CC(=O)NCc4ccco4)cc3)c(=O)c3sccc32)c1	-4	2	-2	2.0	-1	4	0.1	-4	-1
Cc1ccc(NC(=O)c2ccco2)c(NC(=O)c2ccccc2)c1	-4	-22	-15	-1.3	-2	2	0.2	1	0
Cn1nc(C(C)(C)C)c([N+](=O)[O-])c1C(=O)Nc1cccc2ccccc12	6	2	-1	3.0	1	13	-0.2	-2	-4
O=C(NCC1CCN(C(=O)c2ccc([N+](=O)[O-])cc2)CC1)c1ccc([N+](=O)[O-])cc1	-8	-12	-2	1.2	0	15	0.2	8	-4
CSCc1cc(N2CCCC2)nc(-c2ccccc2)n1	4	8	7	0.8	-2	7	0.0	-1	7
COc1ccc(/C=C/C(=O)c2ccc(NC(=O)c3cccs3)cc2)cc1OC	6	8	8	3.3	3	7	0.3	3	1
Cc1ccc(NC(=O)c2c([N+](=O)[O-])c(C(C)(C)C)nn2C)cc1	0	1	3	2.8	-5	2	-0.1	-3	7
CCCOc1cccc(C(=O)Nc2nnn(CCC)n2)c1	8	8	-6	2.1	-2	-4	0.1	0	-2
COc1ccc(Nc2nc(N3CCCC3)nc(N3CCOCC3)n2)cc1	-26	2	-15	2.1	6	10	0.1	-1	-2
Nc1ccccc1C(=O)N/N=C1\C2CN3CCN(C2)CC1(c1ccccc1)C3	-3	-7	-8	-9.6	-9	15	0.1	-5	10
COc1ccc(OC)c(-c2csc(NC(=O)c3ccccc3F)n2)c1	7	5	23	3.8	2	-3	0.0	-2	3
COc1cc(/C=C2/SC(=O)NC2=O)ccc1OCc1ccccc1	14	9	18	4.9	8	9	0.0	0	3
Brc1ccc(-c2nnc(-c3ccccc3)c(N3CCSCC3)n2)cc1	-11	-2	4	0.9	2	13	-0.1	-5	0
COc1ccc2c(C(=O)CCl)c[nH]c2c1	6	-9	0	-3.3	-6	1	-0.1	12	36*
Cc1cc(S(=O)(=O)N2CCCC2)ccc1OCC(=O)N1CCCCC1	3	0	-5	0.4	-3	2	1.2	-3	5
O=C(COc1ccccc1)Nc1ccncc1Cl	-16	-9	-3	1.8	2	5	0.0	-3	-2
CCC(c1nnnn1Cc1ccco1)N(CCN1CCOCC1)Cc1cc2cc(C)ccc2[nH]c1=O (stereo not drawn)	-6	4	-3	0.2	1	21	0.0	-4	0
COc1ccc(Cl)cc1C(=O)NCC(c1ccco1)N1CCCC1 (stereo not drawn)	-10	-7	3	3.9	-1	8	0.2	3	4
C[C@@H]1[C@H](O)C[C@@]23COC(=O)C2=CCCC3[C@@]1(C)CCC1COC(=O)C1 (stereo partly drawn)	-16	-7	6	3.0	1	16	0.4	-5	7
CCSc1nnc(NC(=O)CSc2sc3c(O)cc(=O)[nH]c3c2C#N)s1	14	-6	10	0.8	5	10	0.5	2	-1
CCc1ccccc1NS(=O)(=O)c1ccc(SC)cc1	7	-8	1	6.1	5	6	0.2	5	-1
OC1(Cc2cc(-c3ccccc3)no2)CCN(CCCc2ccccc2)CC1	8	10	0	-1.2	1	-17	-0.1	5	1
Cc1cc(C)cc(NC(=S)N2CCN(c3ccccn3)CC2)c1	-6	13	-13	0.6	2	14	0.0	-6	1
COc1cc(C(=O)NCC(c2cccnc2)N2CCN(c3ccc(F)cc3)CC2)cc(OC)c1OC (stereo not drawn)	-10	5	-1	3.0	-2	21	0.0	1	-1
O=C(NCc1cccs1)c1cc(S(=O)(=O)N2CCCCC2)ccc1Cl	-7	2	-10	1.0	-1	16	-0.2	-3	-5
O=C(Cn1cc(C(=O)C(F)(F)F)c2ccccc21)N1CCOCC1	-22	-3	-18	3.9	-4	6	0.6	3	-3
CN1CCCN(C(=O)CC(c2ccccc2)c2ccccc2)CC1	5	3	5	1.0	-2	17	-0.1	-1	4
O=C(Nc1cccnc1)c1cc(F)c(F)cc1Cl	13	-4	9	1.1	0	8	-0.1	-2	-5
Cc1cc(Cl)c(S(=O)(=O)N2CCN(c3ccccn3)CC2)cc1OCC(=O)NC1CCCCC1	6	-4	6	-0.6	10	-39	0.1	1	3
CC1CCN(CCn2c(=S)[nH]c3ccccc3c2=O)CC1	-4	1	0	3.0	-2	3	0.1	3	-3
Cc1cc(C)c2c(N)c(C(=O)NN3CC(=O)N(c4ccccc4)CC3=O)sc2n1	-2	-1	3	0.6	-1	0	-0.1	-1	-1
N#Cc1nc(Cc2ccccc2)oc1N1CCCC1	-4	4	-2	-0.1	0	14	-0.1	-2	4
Cc1cc(C)[n+](Cc2ccccc2)cc1C(N)=O	-4	-5	-1	0.7	-3	16	0.1	4	-1
Cc1ccc(C(=O)CSc2n[nH]c(C)n2)cc1	-5	8	-4	-1.6	-2	2	-0.3	-2	-1
Cc1cc(NC(=O)Cn2ccsc2=N)c([N+](=O)[O-])cc1C	1	4	-1	1.8	-3	4	0.0	1	1
CC1(c2ccccc2)NC(=O)N(CCN2C(=O)c3ccccc3C2=O)C1=O (stereo not drawn)	0	59*	-5	-0.2	-1	4	-0.2	-3	-3
O=C1CSC(=S)N1Cc1cccnc1	16	7	0	2.1	1	-29	0.0	17	3
COC(=O)NC1CSCC1OC(=O)c1ccc(Br)cc1 (stereo not drawn)	10	1	-2	3.9	-5	23	-0.1	-6	0
CCOc1ccc(Br)cc1S(=O)(=O)Nc1ccc(C(=O)Nc2ccc(C)cc2)cc1	-3	4	18	2.6	1	-3	0.1	-1	3
O=[N+]([O-])c1ccccc1S(=O)(=O)Nc1ccc(-c2ccc(N3CCCC3)nn2)cc1	-4	1	27	0.2	2	13	0.0	-1	0
Cc1nc(NC(C)(C)CO)c([N+](=O)[O-])cc1[N+](=O)[O-]	-1	4	4	0.6	-1	5	-0.1	-1	1
NNC(=O)Cn1nnc(-c2ccc(C(F)(F)F)cc2)n1	-4	5	-2	0.2	-3	-5	-0.2	-3	1
CC(C)CC(=O)Nc1c2c(nn1-c1ccc(F)cc1)CSC2	-14	-8	-4	1.3	-2	7	0.3	4	4
Cn1c(N)c(C(=O)NCc2ccccc2Cl)sc1=S	1	-4	-2	-1.2	-1	-1	0.1	0	5
Cc1ccccc1C(=O)N1CCN(c2ccc(NC(=O)CSc3ccc(Cl)cc3)cc2)CC1	-5	5	10	4.7	6	65*	0.1	2	4
Cn1c2ccccc2c2nnc(N/N=C/c3ccc(O)cc3)nc21	-19	2	16	5.1	-2	13	0.1	-4	-1
O=C(Nc1nc(-c2ccc(F)cc2)cs1)C1CCN(C(=O)c2ccc(F)cc2)CC1	-8	-15	3	4.6	2	-44	0.2	3	-2
COc1ccc(NC(=O)C2CCN(C(=O)Nc3ccc(C)cc3)CC2)cc1OC	-2	1	11	0.3	0	6	-0.1	1	1

More records follow:
SMILES	ZTA DNA inh	EBNA-1 inh	core dimer inh	PP5 inh	PP1 counter	PREPL inh	Efflux pump mplx	TPT1 inhibitor	Fh CTSL1 inh
COCC(C)N=Cc1c(O)[nH]c2ccccc12 (stereo not drawn)	3	13	3	1.7	-2	1	0.0	-2	2
Cc1cc(NC(=O)CSC2=Nc3ccccc3C3=NC(Cc4ccccc4)C(=O)N23)n[nH]1 (stereo not drawn)	-1	3	2	-1.4	-1	4	-0.2	0	0
COc1ccc(C(=O)NCc2ccccc2CN2CCCC2)cc1S(=O)(=O)Nc1ccc(C)cc1	-1	nt	nt	4.0	0	12	0.6	nt	nt
CCOc1ccc2c(c1)c(=O)c(S(=O)(=O)c1ccc(C)cc1)cn2CC	-15	-12	-6	-3.7	1	12	0.4	2	7
CCOC(=O)CC(NC(=O)c1cccc2c1C(=O)N(Cc1cccnc1)C2)c1ccc(OC(C)C)cc1 (stereo not drawn)	-6	-13	4	3.1	-4	6	0.1	-2	8
O=C(NCCc1ccccc1)/C(=C\c1ccc([N+](=O)[O-])cc1)NC(=O)c1ccccc1	4	11	-4	-1.2	10	4	-0.2	0	4
CCCOC(=O)C1[C@H]2C(=O)N(Cc3ccco3)C[C@]23C=C[C@H]1O3 (stereo partly drawn)	8	-4	11	0.1	-6	-13	0.1	0	2
COc1cc2c(cc1OC)CN(C(=O)CN1C(=O)c3ccc([N+](=O)[O-])cc3C1=O)CC2	-7	-9	-5	-2.3	-2	0	-0.1	1	8
CN(C)n1cccc1/C=C(\C#N)S(=O)(=O)c1ccc(Cl)cc1	-10	-15	0	4.5	2	2	0.4	-2	4
Cc1cc(C(=O)COC(=O)CC2Sc3ccccc3NC2=O)c(C)n1-c1ccccc1 (stereo not drawn)	9	1	30	3.3	23*	-28	0.1	0	-91
CCOc1ccc(N2C(=O)C3C(C2=O)C3(c2ccccc2)c2ccccc2)cc1 (stereo not drawn)	-1	12	13	2.7	-2	18	0.9	1	-1

Sorted by molar mass (highest first): some entries from above.
SMILES	ZTA DNA inh	EBNA-1 inh	core dimer inh	PP5 inh	PP1 counter	PREPL inh	Efflux pump mplx	TPT1 inhibitor	Fh CTSL1 inh
CCOC(=O)CC(NC(=O)c1cccc2c1C(=O)N(Cc1cccnc1)C2)c1ccc(OC(C)C)cc1 (stereo not drawn)	-6	-13	4	3.1	-4	6	0.1	-2	8
Cc1cc(C(=O)COC(=O)CC2Sc3ccccc3NC2=O)c(C)n1-c1ccccc1 (stereo not drawn)	9	1	30	3.3	23*	-28	0.1	0	-91
CN(C)n1cccc1/C=C(\C#N)S(=O)(=O)c1ccc(Cl)cc1	-10	-15	0	4.5	2	2	0.4	-2	4
COCC(C)N=Cc1c(O)[nH]c2ccccc12 (stereo not drawn)	3	13	3	1.7	-2	1	0.0	-2	2

Bioassay records (PubChem)
